# Source: PubChem (National Center for Advancing Translational Sciences (NCATS))
# TRHR ag = agonists of human TRH receptor | P34981 | activation, % at 2 µM | TRHR cells, calcium flux fluo-8, FDSS agonist mode | actives 0.18% (n = 360,000); in the data active = activation above about 30%; note: 0% is about no effect
#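 Read-out: compound-evoked intracellular calcium rise in TRHR cells, fluo-8 dye, kinetic FDSS fluorescence at 1 s/cycle following a 10-cycle baseline. Cells cultured overnight before dye loading (30 min–1.5 h, RT).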
# BLM inh = blocks DNA unwinding by human BLM helicase; recombinant BLM DNA unwinding, fluorescence dequenching; Potency, µM (highest dose often 56.1 µM), for the others: at the top dose activity change, negative = inhibition, actives largely listed as inhibitors; actives 0.2% (n = 350,000);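 note: potency is the fitted concentration of half-maximal effect; plate controls were vehicle for no effect and no enzyme for full effect; nearly all actives have a fitted effect of over 35% in size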
# Anesthetic bind = candidate novel general anesthetic via apoferritin binding. apoferritin/1-aminoanthracene competitive binding, fluorescence. AID 485281. actives 0.074% (n = 350,000). Potency, µM (doses to about 77.5 µM), without a hit: top-dose activity change, negative = displacement, usual class: inhibitors; note: potency is the fitted concentration of half-maximal effect; % is set by controls: 0 for no effect and ±100 for the full control effect; nearly all actives have a fitted effect of over 20% in size
# Target sequence (P02791 2-175 limits assumed): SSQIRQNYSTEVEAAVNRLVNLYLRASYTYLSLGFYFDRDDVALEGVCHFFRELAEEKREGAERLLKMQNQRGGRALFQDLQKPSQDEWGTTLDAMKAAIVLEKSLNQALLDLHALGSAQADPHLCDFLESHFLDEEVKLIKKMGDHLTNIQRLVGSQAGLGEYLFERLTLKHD
#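 Read-out: endpoint 1-AMA fluorescence, excitation 380 nm and emission 535 nm, after compounds sit 10 min at room temperature with 10 uM horse-spleen apoferritin in 50% saturated 1-AMA/PBS. Values come from four-parameter Hill fits.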
# ALOX12 inh = ALOX12 (human) lipoxygenase inhibition. P18054. purified 12hLO, xylenol orange hydroperoxide absorbance. Potency, µM (doses to about 108 µM), inactives show at the top dose activity change, negative = inhibition, most hits filed as inhibitors. actives 1.1% (n = 580,000); note: potency is the fitted concentration of half-maximal effect; % is set by controls: 0 for no effect and ±100 for the full control effect
#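 Purified human 12hLO at 150 nM in 25 mM Hepes, 0.01% Triton X-100, pH 7.0, preincubated 15 min at room temperature with compound. Reaction started with 40 uM arachidonic acid, 30 min at room temperature. Hydroperoxide measured by Fe-xylenol orange, 573/405 nm absorbance ratio.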
# ERG-DNA inh = blocks human ERG Ets domain binding to DNA. P11308. fluorescence polarization, His-ERG Ets domain / labelled DNA. Potency, µM (titrated, usually from 76.9 µM), without a hit: at the top dose FP activity, negative = inhibition, actives largely listed as inhibitors. actives 0.028% (n = 370,000); active = well fitted inhibition curve with a large enough effect in the polarisation, with a control signal flat; inconclusive = small, poorly fitted or top-dose-only effect, or effect the other way, or a change in a side signal; inactive = no such curve, though single readings can be large or run the other way; the % refers to the polarisation;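 note: polarization taken with two DNA probes labelled with fluorescein and Texas red; potency is the fitted concentration of half-maximal effect; % of control where 0% means no effect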
#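 His-tagged ERG Ets domain (1 uM in the protein solution; 300mM KCl, 50mM Tris-HCl, 1mM EDTA, 1mM DTT, pH 7.5) received compound, then a probe mix of 5 nM fluorescein-DNA and 100nM Texas-615-DNA. Fluorescence polarization was read for both dyes.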
# Pol beta inh = blocks human DNA polymerase beta activity; P06746; Pol beta primer extension/strand displacement, fluorescence kinetic; Potency, µM (series often up to 114 µM), inactives show at the top dose activity change, negative = inhibition, actives largely listed as inhibitors; actives 1.3% (n = 340,000); AID 485314; note: potency is the fitted concentration of half-maximal effect; % is set by controls: 0 for no effect and ±100 for the full control effect
#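 Pol beta (10 nM) and compounds were preincubated 15 min at room temperature, then 50 nM substrate (final) started primer extension/strand displacement. Reads were taken at 0 and 10 min; concentration-response data were fitted to a four-parameter Hill equation.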
# Pol kappa inh = blocks human DNA polymerase kappa activity | Q9UBT6 | purified Pol kappa, fluorescent DNA synthesis assay, 10 min | Potency, µM (titrated, usually from 107 µM), without a hit: at the highest dose activity, negative = inhibition, usual class: inhibitors | actives 0.53% (n = 400,000) | AID 588579; note: potency is the fitted concentration of half-maximal effect; % is set by controls: 0 for no effect and ±100 for the full control effect
# Target sequence (Q9UBT6 whole entry, looked up): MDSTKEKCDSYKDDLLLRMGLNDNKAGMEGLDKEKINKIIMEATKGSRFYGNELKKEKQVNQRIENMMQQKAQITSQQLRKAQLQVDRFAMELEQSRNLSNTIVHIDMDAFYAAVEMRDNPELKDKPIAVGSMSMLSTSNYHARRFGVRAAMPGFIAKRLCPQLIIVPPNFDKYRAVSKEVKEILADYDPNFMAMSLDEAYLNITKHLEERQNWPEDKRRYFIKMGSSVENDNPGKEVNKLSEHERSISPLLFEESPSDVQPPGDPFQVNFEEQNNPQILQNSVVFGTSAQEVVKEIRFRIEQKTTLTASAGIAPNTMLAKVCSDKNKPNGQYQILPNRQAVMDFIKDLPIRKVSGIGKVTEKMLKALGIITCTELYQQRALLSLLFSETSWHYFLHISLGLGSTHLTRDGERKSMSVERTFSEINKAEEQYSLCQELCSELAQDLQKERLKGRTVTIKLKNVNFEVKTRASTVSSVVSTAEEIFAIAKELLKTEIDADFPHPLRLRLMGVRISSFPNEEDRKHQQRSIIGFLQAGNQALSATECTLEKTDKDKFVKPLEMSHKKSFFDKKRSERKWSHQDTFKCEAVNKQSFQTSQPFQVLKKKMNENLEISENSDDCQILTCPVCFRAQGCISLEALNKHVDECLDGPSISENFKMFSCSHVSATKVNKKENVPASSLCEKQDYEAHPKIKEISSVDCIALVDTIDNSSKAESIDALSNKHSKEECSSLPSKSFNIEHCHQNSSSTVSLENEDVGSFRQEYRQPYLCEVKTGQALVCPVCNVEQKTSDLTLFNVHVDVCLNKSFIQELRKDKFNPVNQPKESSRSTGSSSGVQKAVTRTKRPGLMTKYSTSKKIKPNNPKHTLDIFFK
#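 Inhibition of 10 nM Pol kappa is measured by a fluorescent read-out at 0 and 10 min following addition of 50 nM substrate (final), with a 15-min room-temperature compound preincubation.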
# POLI inh = blocks human DNA polymerase iota activity. Potency, µM (doses to about 115 µM), for inactives: at the highest dose activity, negative = inhibition, usual class: inhibitors. actives 1% (n = 390,000). Pol iota fluorescent replication assay, 10 min; note: potency is the fitted concentration of half-maximal effect
#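 Fluorescent replication assay read twice, at 0 min and 10 min after adding 50 nM (final) substrate. Enzyme (10 nM) and compounds were first incubated 15 min at room temperature; enzyme-free buffer wells were negative controls.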
# APE1 inh = APE1 (human) endonuclease inhibition | actives 0.35% (n = 350,000) | recombinant APE1, TAMRA/BHQ-2 abasic DNA cleavage fluorescence | P27695 | Potency, µM (highest dose often 65.8 µM), without a hit: top-dose activity change, negative = inhibition, most hits filed as inhibitors;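 note: potency is the fitted concentration of half-maximal effect; plate controls were vehicle for no effect and reference inhibitor for full effect; nearly all actives have a fitted effect of over 55% in size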
#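 Substrate: short duplex with […] THF abasic site, 5'-TAMRA and 3'-BHQ-2, 50 nM final. APE1 at 0.75 nM, preincubated 15 min RT with compound. Fluorescence increase from first to third read measured activity.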
# Starred values were filed as active, the others as inactive; i = inactive; ? = inconclusive; . = no result given; & = joins results of further samples; [ ] = dose if it differs, or a comment. Unless noted, calls come from the whole dose curve; as a rule, active = well fitted curve in the direction sought with a large enough effect; inconclusive = small, poorly fitted or top-dose-only effect, or another doubt; inactive = no such curve, though single readings can be large; an effect the other way counts as inactive or inconclusive.
SMILES,TRHR ag,BLM inh,Anesthetic bind,ALOX12 inh,ERG-DNA inh,Pol beta inh,Pol kappa inh,POLI inh,APE1 inh
CC(C)(C)n1nnnc1C(c1cccnc1)N1CCN(c2ccccc2F)CC1 (centres undefined),0.0,1%,-9%,0%,-13%,0%,-1%,13%,1%
COC(=O)c1cc(OC)c(OC)cc1NC(=O)CN1C(=O)c2ccccc2C1=O,-0.8,-3%,-2%,-9%,0%,7%,-7%,3%,6%
Cc1cc(C)nc(NS(=O)(=O)c2ccc(NC(=O)NC3CCCCC3)cc2)n1,0.4,1%,0%,-18%,0%,-22%,-4%,20%,1%
COc1ccc(N(CC(=O)Nc2ccc(Cl)cc2C)S(=O)(=O)c2ccccc2)c(OC)c1,4.1,-11%,96%[activator],-16%,-3%,1%,5%,17%,.
CC1CN(C(=O)CN(C)S(=O)(=O)c2ccc3ccccc3c2)CC(C)O1 (centres undefined),-0.9,-9%,-8%,1%,14%,12%,-10%,31%,-14%
Cc1ccc(-c2noc(CSc3nnc(-c4ccncc4)n3-c3ccc(C)cc3)n2)cc1,0.1,-7%,?,0%,-9%,7%,-7%,13%,-3%
CC(=O)OCC(NC(=O)C(CCCCNC(=O)OCc1ccccc1)NC(=O)OC(C)(C)C)C1OC(n2cc(F)c(=O)[nH]c2=O)C(OC(C)=O)C1OC(C)=O (centres undefined),.,2%,-13%,.,.,.,-3%,10%,0%
COc1cc(Br)cc(/C=N/NC(=O)Cc2ccc(C(F)(F)F)cc2[N+](=O)[O-])c1O,0.2,0%,0%,-13%,7%,-1%,-16%,168%[activator],2%
COc1ccc(-c2cc(CNC(=O)CCl)on2)cc1,-0.1,-2%,-12%,3%,9%,?,2%,-7%,-4%
CNC(=O)CSc1n[nH]c(-c2cc(Cl)ccc2OC)n1,0.9,-2%,-5%,-9%,-6%,11%,-18%,21%,2%
O=c1c2ccccc2c(-c2ccc(Br)cc2)nn1Cc1ccccc1,0.8,-1%,-14%,408%[activator],2%,2%,0%,6%,4%
CCOCCCNC(=O)CSCc1nc(-c2ccc(SC)cc2)oc1C,-0.9,-1%,-11%,0%,-13%,28%,-1%[60.1 µM],16%,-4%
O=C(CN1CCN(c2ncccn2)CC1)NCCC1=CCCCC1,0.4,-3%,-17%,?,7%,25%,-2%,-13%,7%
O=c1c2cnn(-c3ccc(Cl)cc3)c2ncn1Cc1cccc(C(F)(F)F)c1,-2.3,-1%,42%[activator],2%,6%,16%,-14%,-4%,.
Cc1c(-c2nc(-c3ccccc3)no2)nnn1-c1cccc(C(F)(F)F)c1,0.2,1%,-11%,2%,-5%,7%,-8%,23%,.
COc1ccc(CN2CCN(Cc3cccc(F)c3)CC2)cc1OC,0.3,0%,-4%,?,7%,-20%,-7%,153%[activator],50%[activator]
COc1ccc(CC(=O)Nc2ccc(-c3nnc(-c4ccccc4)o3)cc2)cc1,-0.7,-5%,-5%,i,?,4%,-6%,-5%,-2%
COc1cnc(-c2ccccn2)nc1Oc1ccc(C(C)(C)C)cc1,-0.2,-5%,-15%,-4%,1%,1%,1%,-15%,-2%
CC(C)c1ccc(C2/C(=C(/O)c3ccccc3)C(=O)C(=O)N2CCCN2CCOCC2)cc1 (centres undefined),-1.6,-1%,-18%,0%,-6%,4%,-2%,19%,-6%
Cc1noc(C)c1COC(=O)/C=C/c1ccc(Cl)cc1,0.0,-8%,?,-5%,?,3%,2%,-24%,9%
O=C(NC1(C(F)(F)F)NC(=O)N(CCc2ccccc2)C1=O)c1ccccc1F (centres undefined),0.3,-3%,1%,0%,1%,-13%,0%,13%,.
COC(=O)C1CCN(C(c2cccs2)c2sc3nc(C)nn3c2O)CC1 (centres undefined),0.4,0%,-6%,4%,9%,-24%,4%,35%[activator],4%
CCOC(=O)C1CCCN(S(=O)(=O)c2ccc3c(c2)CC(C)N3C(=O)C2CC2)C1 (centres undefined),-1.4,-8%,-3%,-5%,2%,-5%,-16%,19%,3%
O=C1CC(NS(=O)(=O)c2cc(F)ccc2F)CN1c1cccc(F)c1 (centres undefined),0.7,.,.,4%,-1%,.,-3%,32%[activator],-8%
O=C(Oc1ccccc1)Oc1ccc2c(c1)oc(=O)c1ccccc12,-0.6,-7%,-23%,6%,9%,-12%,0%,-5%,-11%
CC(CCc1ccccc1)NC(=O)C(Cc1ccccc1)NC(N)=O (centres undefined),-0.2,0%,-3%,-32%,-6%,11%,-9%,6%,10%
COC(=O)c1cc2sc(C)cc2n1CC(=O)Nc1ccc(C)c(C)c1,0.4,1%,-11%,-23%,-5%,21%,8%,1%,.
CCC(C)NC(=O)c1ccc(N2CC3CC(C2)c2cccc(=O)n2C3)c(NC(=O)c2ccc(Br)o2)c1 (centres undefined),0.1,-3%,-3%,-16%,3%,19%,-3%,23%,29%
N/C(=N\OC(=O)c1cccc(Br)c1)c1ccccc1,-0.7,-7%,-6%,4%,-23%,23%,-1%,33%[activator],-3%
Cn1cc(Br)c(C(=O)NN2C(=O)C3C4C=CC(C5CC45)C3C2=O)n1 (centres undefined),-0.5,0%,-5%,-1%,19%,-17%,3%,22%,-3%
CCCC(=O)Nc1cc2nn(-c3ccccc3)nc2cc1C,0.4,2%,2%,-25%,3%,2%,-3%,19%,.
CCn1ncc(NC(=S)NCCc2ccc(OC)c(OC)c2)c1C(N)=O,0.9,-3%,-8%,6%,1%,9%,1%,45%[activator],8%
CN1C(=O)NC(c2ccc(C(F)(F)F)cc2)C2=C1CC(C)(C)CC2=O (centres undefined),-0.1,-2%,-18%,159%[activator],-8%,35%,-7%,-2%,45%
CCCCC1(C)NC(=O)N(CC(=O)Nc2cc(S(=O)(=O)N3CCOCC3)ccc2Cl)C1=O (centres undefined),-0.3,.,.,3%,-3%,.,-23%,?,13%
CCc1ccc(NC(=O)c2cnn(-c3ccccc3)c2C2CCNCC2)cc1,0.1,3%,-6%,-5%,9%,14%,-4%,46%[activator],?
O=C(c1ccc(F)cc1)N1CCC(C(=O)N2CCN(Cc3ccc4c(c3)OCO4)CC2)CC1,1.4,.,.,-4%,5%,.,-13%,12%,-2%
CC1(C)C(=O)Nc2ccccc2N1C(=O)COC(=O)CSc1ccc(F)cc1,0.0,.,.,109%[activator],-4%,.,8%,-29%,-12%
Cc1ccc(N(CC(=O)NCCSc2nc3ccccc3s2)S(=O)(=O)c2ccccc2)c(C)c1,2.7,-6%,2%,-3%,-4%,11%,-4%,16%,-7%
O=c1ccsc2ccccc12,.,.,.,-6%,1%,.,-9%,2%,.
Cc1ccc(C)c(OCC(=O)O/N=C(\N)c2ccccn2)c1,-0.3,-2%,-23%,-11%,5%,13%,-16%,-5%,-4%
CCOC(=O)c1cc2sc(C)cc2n1CC(=O)NCCc1ccccc1,0.3,-9%,-8%,2%,.,-12%,-3%,4%,2%
Cc1ccccc1CSc1nccn1-c1ccccc1,-0.2,-6%,-22%,?,-6%,27%,-1%,11%,12%
O=C(NCCc1ccccc1)c1ccc2nc(N3CCCCC3)sc2c1,0.1,0%,-7%,-19%,-2%,-1%,-4%,3%,.
O=C(Nc1ccc(C(=O)N2CCC(N3CCCC3)CC2)cc1)c1ccc(Br)o1,0.0,.,.,.,-12%,.,-1%,33%,20%
CCOc1ccccc1Nc1ccc(C(=O)O)cc1N,0.4,-2%,7%,-11%,22%,15%,-11%,9%,-5%

# Another view of 2 compounds above:
TRHR ag,BLM inh,Anesthetic bind,ALOX12 inh,ERG-DNA inh,Pol beta inh,Pol kappa inh,POLI inh,APE1 inh,Molecule
-2.3,-1%,42%[activator],2%,6%,16%,-14%,-4%,.,O=c1c2cnn(-c3ccc(Cl)cc3)c2ncn1Cc1cccc(C(F)(F)F)c1
0.2,1%,-11%,2%,-5%,7%,-8%,23%,.,Cc1c(-c2nc(-c3ccccc3)no2)nnn1-c1cccc(C(F)(F)F)c1

# Going on with the list:
SMILES,TRHR ag,BLM inh,Anesthetic bind,ALOX12 inh,ERG-DNA inh,Pol beta inh,Pol kappa inh,POLI inh,APE1 inh
O=[N+]([O-])c1ccccc1S(=O)(=O)Nc1cccc(S(=O)(=O)N2CCCC2)c1,.,.,.,16%,-4%,.,8%,16%,8%
CCS(=O)(=O)N1CCCC(C(=O)NCCCOC(C)C)C1 (centres undefined),0.4,-4%,-5%,5%,1%,48%,-8%,11%,-3%
CCn1ccc(C(=O)Nc2sc3c(c2C(=O)OC)CCC3)n1,0.5,-7%,3%,-7%,-1%,3%,9%,-18%,-19%
Cc1ccc(Cl)cc1NC(=O)Cn1c(SCC(=O)NCc2ccccc2)nc2ccccc21,0.0,-3%,47%[activator],?,5%,-1%,-3%[60.1 µM],23%,.
COc1cc(-c2nn3c(COc4ccccc4)nnc3s2)cc(OC)c1OC,-1.4,-5%,-17%,-6%,-1%,1%,-3%,-7%,2%
Cc1cccc(NC(=O)CCNS(=O)(=O)c2cccc3nonc23)c1,-1.0&-0.2,-7%&3%,-1%&0%,-5%&-6%,6%&-21%,1%&-7%,-15%&-43%,?,-11%
Cc1ccccc1CCNC(=O)c1ccc(Cn2c(=O)c3cccn3c3cccnc32)cc1,0.9,-12%,-12%,-28%,-4%,?,3%,?,.
COc1cc(CN2CCC(C(=O)N3CCN(c4ccccc4F)CC3)CC2)cc(OC)c1OC,0.7,1%,-6%,-18%,-9%,1%,-11%,8%,-1%

# The list is partial; count on the stated rates, not on these rows.
